# Bioassay records: PubChem, several laboratories
# GPR35 antagonists: inhibition of zaprinast-stimulated GPR35 beta-arrestin translocation – imaging, U2OS, beta-arrestin-GFP, zaprinast agonist, primary screen (AID 2058); hit rate 0.052% among 290,000; U2OS GPR35 beta-arrestin-GFP translocation imaging, zaprinast antagonism; higher % means a stronger effect; one-dose inhibition, % at 10 µM; IC50 in µM for titrated hits;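 active means inhibition of at least 50% with at least 30 cells and total cytoplasm GFP at most 10,000,000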
# KOR beta-arrestin-1: KOR agonists, beta-arrestin recruitment, primary screen, cell-based, luminescence, uHTS (AID 1777); activation, % at 10 µM, or EC50 in µM where a hit was titrated; KOR beta-arrestin recruitment, luminescence; higher % means a stronger effect; hit rate 0.02% among 280,000; in the data active means activation above about 50%, passing the limit was not always enough; further: a part of the inactive calls stands beside numbers as strong as those of hits
# KOR beta-arrestin-2: KOR antagonists, beta-arrestin recruitment, cell-based, luminescence, uHTS (AID 1778) | KOR beta-arrestin recruitment, luminescence, antagonist mode; higher % means a stronger effect | inhibition, % at 10 µM; hits with a dose series show IC50 in µM | hit rate 0.091% among 290,000; in the data active means inhibition above about 50%; further: strong numbers were not always called active
# NTR1 agonist: agonists of NTR1, primary screen, imaging, U2OS cells, beta-arrestin-GFP, high content (AID 493036) | P30989 | NTR1-U2OS beta-arrestin-GFP spot imaging, agonist mode | activation, % at 20 µM | hit rate 0.17% among 330,000;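 active means activation at or above 40% of the spot to cytoplasm intensity ratio, with at least 20 cells analyzed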;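 further: 0% = DMSO without peptide and 100% = 100 nM NTR1 peptide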
# Target sequence (P30989 whole entry, looked up): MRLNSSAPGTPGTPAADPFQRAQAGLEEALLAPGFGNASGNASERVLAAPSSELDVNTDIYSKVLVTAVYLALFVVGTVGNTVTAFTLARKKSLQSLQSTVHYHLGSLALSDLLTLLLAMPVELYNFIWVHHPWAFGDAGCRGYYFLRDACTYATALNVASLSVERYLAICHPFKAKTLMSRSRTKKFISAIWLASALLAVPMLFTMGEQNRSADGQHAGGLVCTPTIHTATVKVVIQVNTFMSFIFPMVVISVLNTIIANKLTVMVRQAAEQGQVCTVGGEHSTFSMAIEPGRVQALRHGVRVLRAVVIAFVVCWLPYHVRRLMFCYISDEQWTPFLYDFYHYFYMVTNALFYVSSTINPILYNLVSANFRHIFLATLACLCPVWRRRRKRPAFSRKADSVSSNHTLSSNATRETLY
# MgcRacGAP inhibition: MgcRacGAP GTPase-activating activity inhibitors, confirmation, biochemical, ADP Hunter fluorescence; MgcRacGAP-stimulated Rac1 GTP hydrolysis, ADP Hunter fluorescence; higher % means a stronger effect; GST-tagged Rac1 F28L mutant substrate; inhibition, % at 30 µM, or IC50 in µM where a hit was titrated; hit rate 0.6% among 340,000;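 active means first-screen hits whose inhibition reached a set limit at any dose in the follow-up dose series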;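 further: fluorescence reports GDP produced by GAP-driven GTP hydrolysis; strong numbers were not always called active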
# GPR55 activation: GPR55 agonists via beta-arrestin recruitment, primary screen, imaging, U2OS cells, beta-arrestin-GFP redistribution (AID 1961) | U2OS GPR55 beta-arrestin-GFP redistribution imaging; higher % means a stronger effect | activation, % at 10 µM; hits with a dose series show EC50 in µM | hit rate 0.048% among 290,000;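 active means activation above 40% with more than 50 cells counted in the well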;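 further: U2OS osteosarcoma cells stably expressing GPR55 and beta-arrestin-GFP; plate controls were DMSO negative control for no effect and LPI positive control for full effect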
# NOD1 NF-kB reporter: NOD1 signaling inhibitors, primary screen, cell-based, luminescence, uHTS (AID 1578); NOD1-driven NF-kB luciferase reporter cells, luminescence; higher % means a stronger effect; hit rate 1% among 290,000; one-dose inhibition, % at 4 µM; EC50 in µM for titrated hits; in the data active means inhibition mostly above about 36%, no sharp cut-off; inactive means mostly below about 34%;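 further: HEK-293T reporter cells stimulated with the NOD1 agonist gamma-tri-DAP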
# GPR55 LPI antagonism: GPR55 antagonists blocking LPI-driven arrestin recruitment, primary screen, imaging, U2OS, beta-arrestin-GFP, LPI agonist (AID 2013); U2OS GPR55 beta-arrestin-GFP translocation imaging, LPI antagonism; higher % means a stronger effect; inhibition, % at 10 µM; hits with a dose series show IC50 in µM; hit rate 0.13% among 290,000;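 active means spots per cell inhibited over 60%, with over 100 cells counted and total cytoplasm intensity under 500,000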;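 further: U2OS cells stably carrying GPR55 and arrestin-GFP stimulated by 5 µM LPI near EC80; imaged beta-arrestin-GFP aggregate spots per cell after agonist stimulation; plate controls were LPI-stimulated DMSO wells for no effect and DMSO wells without LPI for full effect; some results filed as inactive read as strong as hits; confirmed hits need IC50 under 10 µM and bright autofluorescent wells are also inconclusive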
# UTI89 phage lysis: protection from phage-mediated lysis, alamar blue read-out – E. coli UTI89, K1F phage, bacterial capsule biogenesis inhibitors (AID 488966); hit rate 0.02% among 340,000; inhibition, % at 100 µM; hits with a dose series show IC50 in µM; E. coli UTI89 K1F phage lysis, alamar blue, 2 h; higher % means a stronger effect;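 active means phage lysis inhibition, versus mean bacterial control, above a set limit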;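 further: capsule biogenesis inhibitors block K1F phage lysis so surviving cells raise fluorescence; higher fluorescence means more inhibition of phage lysis; actives were called in the ten point dose series up to 300 µM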
# NTR1 agonist cell count 20 µM: also measured in NTR1 agonist; calls as there; cell count; measured here: cell count, cytotoxicity flag
# * marks the source's active call; other numbers are inactive results; / = not tested or not shown; [ ] = remark or other dose. Not all compounds are listed (hit frequency here may not be typical).
SMILES,GPR35 antagonists,KOR beta-arrestin-1,KOR beta-arrestin-2,NTR1 agonist,NTR1 agonist cell count 20 µM,MgcRacGAP inhibition,GPR55 activation,NOD1 NF-kB reporter,GPR55 LPI antagonism,UTI89 phage lysis
COc1ccc(C(=O)C2CCCN(C(=O)c3cc(C4CC4)[nH]n3)C2)c(C)c1 (stereo not drawn),-11%,2.8%,-4%,0.3,65,-5%,0.1%,-17%,6%,0.0%
CCOC(=O)N1CCN(C(=O)CNCc2cccs2)CC1,3%,-2.1%,7%,5.8,73,12%,0.2%,-2%,2%,-4.1%
CC(C(=O)NCc1ccccc1Cl)n1cc([N+](=O)[O-])cn1 (stereo not drawn),1%,8.6%,-25%[20 µM],-0.7,63,9%,-0.3%,0%,-4%,-0.2%
CC(=O)Nc1ccc(OC/C=C(\C)Cl)cc1,-4%,/,12%,4.5,59,9%,-0.2%,-16%,-7%,-0.1%
CC1(C)CC(=O)C=C(NCCN2CCN(C(=O)Nc3ccc(Cl)cc3)CC2)C1,-2%,4.4%,13%,-0.2,43,12%,0.5%,-3%,6%,-0.1%
O=C(Nc1ccccc1Oc1ccsc1C(=O)O)c1ccccc1,-1%,-9.0%,11%,-0.6,95,3%,-0.1%,-10%,6%,-0.3%
CCn1c(-c2ccc[nH]c2=O)nc2ccccc21,-5%,-3.4%,-10%,-0.1,83,7%,1.2%,-6%,8%,-0.2%
Cc1ccc(-n2c(-c3ccco3)nc3c(cnn3-c3ccc(C)cc3)c2=O)cc1,20%,23%,-36%,8.4,95,-1%,-0.1%,-8%,-4%,0.5%
CC(C(=O)Nc1cccc(C#N)c1)N(C)CCOc1ccccc1 (stereo not drawn),-11%,-2.2%,-17%,1.8,54,8%,1.0%,-38%,10%,0.4%
Cc1ccc(-c2csc(C(C#N)=C3CCCC3)n2)cc1,-4%,5.7%,-22%,3.4,43,3%,0.3%,-50%,-18%,0.2%
Cc1nc(C)c(C(=O)Nc2cccc(C)c2C)o1,-17%,-1.3%,22%,-0.8,58,8%,-0.1%,-19%,-1%,-0.3%
Cc1ccc(S(=O)(=O)N(C)CC(=O)Nc2cccc3c2CCCC3)cc1,5%,1.6%,-15%,0.4,44,10%,-0.1%,/,17%,-0.1%
C=CCn1c(SCC(=O)N2CCCCC2)nc(O)cc1=O,-6%,-7.1%,10%,2.5,47,9%,1.1%,-13%,7%,-0.4%
COc1ccc(CC(NC(C)=O)C(=O)NC2CCN(C(=O)C3CC3)CC2)cc1OC (stereo not drawn),25%,-4.9%,-39%[20 µM],0.8,46,-4%,0.3%,-21%,22%,0.5%
CCn1c(=S)sc2c(=O)n(CC(=O)Nc3cccc(OC)c3)c(C)nc21,-2%,0.3%,-18%,0.9,69,6%,0.3%,28%,5%,0.3%
CC(C)CC(NS(=O)(=O)c1ccccc1S(=O)(=O)NC(CC(C)C)C(=O)O)C(=O)O (stereo not drawn),-2%,-2.1%,-17%[20 µM],3.1,91,-1%,-0.1%,-1%,6%,0.8%
CSC1=NCCN1C(=O)c1ccco1,-5%,0.5%,-36%,-0.1,44,3%,-0.2%,-111%,22%,0.3%
CC(=O)N1c2ccc(S(=O)(=O)NCC3CCC(C(=O)Nc4ncccc4C)CC3)cc2CC1C (stereo not drawn),-3%,-3.4%,-28%,-0.8,67,13%,0.0%,-24%,8%,-0.1%
COc1ccc(-c2ccc(=O)n(Cc3cccc([N+](=O)[O-])c3)n2)cc1,2%,2.8%,-13%,-1.3,62,9%,0.1%,10%,-9%,0.0%
C=CCn1c(SCC(=O)Nc2cc(C)cc(C)c2)nnc1-c1cnccn1,1%,4.5%,-23%,1.8,66,4%,-0.2%,4%,-9%,7.0%
O=C(NCc1ccco1)C1CCN(S(=O)(=O)N2CCOCC2)CC1,-1%,-1.7%,3%,2.0,89,-7%,0.3%,/,5%,-0.2%
O=C(NC(=S)Nc1ccccc1N1CCN(C(=O)c2ccccc2)CC1)c1cccs1,4%,0.4%,-14%,13,53,-1%,-0.1%,-4%,10%,-0.7%
CCOC(=O)c1c(S(=O)(=O)NCC(=O)Nc2ccc(OC)cc2)c(C)n(C)c1C,6%,-5.1%,-14%,0.3,58,6%,-0.1%,-18%,15%,0.1%
CCn1c(/C=C/Nc2ccccc2)[n+](CC)c2ccc(Cl)cc21,0%,-1.0%,32%,0.3,52,13%,-0.2%,-44%,4%,3.2%[50 µM]
O=C(NCCCCc1ccccc1)Nc1ccc(F)cc1F,6%,7.7%,-32%,-0.5,62,0%,-0.1%,-34%,-12%,0.4%
CC1CCN(C(=O)COC(=O)Cc2ccc(Br)cc2)CC1,0%,0.2%,2%,-0.4,65,7%,-0.1%,-2%,-5%,-0.2%
COc1cc(C)c(C)cc1S(=O)(=O)N1CCCCC1c1cccnc1 (stereo not drawn),2%,4.2%,20%,0.5,64,-1%,0.0%,/,4%,1.1%
CCc1cccc(C)c1NC(=O)CCOc1ccccc1,6%,-5.0%,18%,0.4,80,/,1.2%,-13%,-10%,-0.3%
COc1ccc(C(=O)c2sc(Nc3ccccc3F)nc2N)cc1,-2%,-1.6%,12%,-0.5,81,7%,-0.1%,-9%,51%,0.0%
C/C(=N\NC(=O)CNC(=O)c1ccco1)c1ccc(Br)cc1,-18%,10%,-1%,0.0,47,6%,-0.2%,43%,-10%,0.4%
COC(=O)c1ccc(-n2nnnc2SCC(=O)Nc2cc(OC)ccc2OC)cc1,0%,21%,-19%,-0.3,57,4%,-0.1%,-1%,6%,3.9%
CCCC(=O)N1CCN(c2ccc(NC(=O)c3cc4ccccc4o3)cc2)CC1,-4%,-3.8%,24%,5.6,43,12%,-0.4%,5%,0%,0.2%
O=C(COC(=O)c1ccc(Cl)cc1O)NCCN1C(=O)CSC1=O,13%,/,38%,-0.4,50,5%,-1.9%,2%,-4%,0.1%
Cc1ccccc1NC(=O)c1c(C)cc(=O)oc1C,9%,-2.0%,1%,-0.6,64,1%,0.0%,-1%,-8%,0.4%
COc1cccc(/C=N/NC(=O)c2ccccc2)c1OS(=O)(=O)c1ccccc1,-10%,-2.5%,3%,-0.8,89,3%,-0.2%,2%,11%,-0.1%
COc1ccc(C(=O)Oc2ccc(C(=S)N3CCCC3)cc2)cc1OC,4%,6.9%,0%,4.3,73,/,-0.3%,-17%,12%,/
COCc1cc(C)nc(SCC(=O)NC2CCCCC2C)c1C#N (stereo not drawn),-9%,5.7%,0%,-0.5,54,12%,0.4%,-17%,15%,0.0%
O=C(Cc1ccccc1)NNC1CC(=O)N(c2ccc(Br)cc2)C1=O (stereo not drawn),-5%,1.7%,18%,-1.3,69,2%,0.1%,-10%,4%,2.0%[50 µM]
CCN1CCc2c(sc(NC(=O)C3CCCCC3)c2C(=O)OC)C1,1%,-5.9%,0%[20 µM],-2.0,52,3%,0.0%,-19%,21%,1.8%
COc1ccc(C2Nc3cccc4cccc(c34)N2)cc1Br,3%,-3.1%,-9%,0.6,91,20%,-0.1%,-7%,12%,-0.1%
COc1cc(CCCN2C(=S)NC[C@@H]2CC2CCCCC2)cc(OC)c1OC,-2%,-1.7%,12%,-3.2,86,5%,-0.1%,-7%,-6%,-1.8%
COc1ccc(CCNc2cc(N3CCN(C(=O)c4ccc(C)cc4)CC3)ccc2[N+](=O)[O-])cc1OC,-9%,6.1%,-25%,3.6,89,/,-0.2%,47%,9%,/
CCOC(=O)c1cc(C)nc(N2CCCCC2)c1C#N,5%,-0.6%,15%,1.9,58,8%,0.0%,-6%,4%,0.8%
Cc1ccc2cc(CN(Cc3ccco3)C(=O)c3ccccc3)c(=O)[nH]c2c1C,-10%,3.6%,21%,2.2,42,-2%,-0.1%,1%,-9%,0.0%
N#Cc1ccc(S(=O)(=O)Nc2ccc3ccccc3n2)cc1,15%,-2.2%,-9%,-0.3,52,1%,-0.2%,-9%,-15%,0.6%
CN(C)CCCN(C(=O)/C=C/c1cccs1)c1nc2ccc(F)cc2s1,10%,-4.1%,-6%,-0.6,49,9%,0.8%,-18%,10%,0.7%
CCOC(=O)N1CCN(C(=O)CN(Cc2ccccc2)S(C)(=O)=O)CC1,0%,-2.6%,5%,3.0,56,-2%,-0.3%,-6%,1%,0.1%
O=S1(=O)[C@H]2C[C@@H]3C=C[C@@]2(CN1Cc1cccc(F)c1)O3,-5%,-5.9%,-28%[20 µM],-1.7,85,7%,0.8%,-5%,1%,0.2%
O=C(c1cc2cccc([N+](=O)[O-])c2oc1=O)N1CCOCC1,3%,/,3%,0.8,52,1%,-0.1%,0%,1%,-0.1%
O=C(Nc1ccccc1)N1CCC(=S)Nc2ccccc21,-7%,-1.3%,8%,-0.8,62,8%,-0.1%,-24%,3%,1.9%[50 µM]
COc1ccc(CN(CCc2ccccc2)Cc2ccccc2)cc1OC,-3%,-3.6%,3%[20 µM],7.4,56,28%,-0.2%,23%,10%,0.1%
CCCN1CCN(C2CCCCC2NS(=O)(=O)c2ccc(Cl)cc2)CC1 (stereo not drawn),-2%,5.1%,-23%,-0.1,73,10%,-0.2%,-24%,-6%,0.6%
Cc1cc(Cl)ccc1OC(C)C(=O)NCCCCc1ccccc1 (stereo not drawn),-6%,-1.4%,-20%,8.4,50,-1%,0.2%,0%,10%,-0.1%
C/C=C/c1ccc(OCCCCOc2ccccc2F)c(OC)c1,0%,3.2%,-30%,-0.2,41,-2%,-0.3%,-4%,-11%,3.9%
O=C1CCc2cc(S(=O)(=O)N3CCC(C(=O)NC4CCCCCCC4)CC3)ccc2N1,-3%,2.7%,-18%,6.2,79,3%,-0.1%,2%,-19%,-0.8%
CCCOc1ccc(-c2nc(C#N)c(N3CCN(CC)CC3)o2)cc1,22%,-5.3%,0%,-0.8,51,10%,-0.2%,5%,-7%,-0.2%
Cc1cc(C)c(NC(=O)CSc2nnc(SCC(=O)Nc3c(C)cc(C)cc3C)n2N)c(C)c1,2%,/,-14%,1.3,42,3%,0.6%,-5%,5%,-0.3%
CNc1nc2c(c(=O)[nH]c(=O)n2C)n1CCOC,-7%,4.5%,-17%,/,/,/,-0.1%,7%,-1%,/
